Assay outcomes from PubChem.
West Nile virus CPE: West Nile virus antiviral activity, cell-based, CPE readout (AID 1621) | West Nile virus-infected cells, CPE inhibition; higher % means a stronger effect | hit rate 0.02% among 290,000 | one-dose CPE inhibition, % at 10 µM; IC50 in µM for titrated hits; in the data active = a potency from the dose series; note: strong numbers were not always called active
NTR1 agonist: agonists of NTR1, primary screen, imaging, U2OS cells, beta-arrestin-GFP, high content (AID 493036); NTR1-U2OS beta-arrestin-GFP spot imaging, agonist mode; hit rate 0.17% among 330,000; activation, % at 20 µM; Neurotensin receptor type 1 (Homo sapiens), P30989;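 active = activation at or above 40% of the spot to cytoplasm intensity ratio, with at least 20 cells analyzed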;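 note: 0% = DMSO without peptide and 100% = 100 nM NTR1 peptide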
Target sequence (P30989 whole entry, looked up): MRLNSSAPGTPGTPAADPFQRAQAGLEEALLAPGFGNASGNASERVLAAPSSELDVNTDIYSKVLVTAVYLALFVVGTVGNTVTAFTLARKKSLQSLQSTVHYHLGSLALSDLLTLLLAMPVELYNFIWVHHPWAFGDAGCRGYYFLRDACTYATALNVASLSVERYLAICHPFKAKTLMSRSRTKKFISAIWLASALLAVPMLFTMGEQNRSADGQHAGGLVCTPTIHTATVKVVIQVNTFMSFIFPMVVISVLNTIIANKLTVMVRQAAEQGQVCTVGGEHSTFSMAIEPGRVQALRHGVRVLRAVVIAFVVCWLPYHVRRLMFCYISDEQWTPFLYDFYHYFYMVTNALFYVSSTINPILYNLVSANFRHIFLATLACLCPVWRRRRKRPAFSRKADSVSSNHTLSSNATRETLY
MgcRacGAP inhibition: MgcRacGAP GTPase-activating activity inhibitors, confirmation, biochemical, ADP Hunter fluorescence; Rac GTPase-activating protein 1 (Homo sapiens); MgcRacGAP-stimulated Rac1 GTP hydrolysis, ADP Hunter fluorescence; higher % means a stronger effect; GST-tagged Rac1 F28L mutant substrate; inhibition, % at 30 µM, or IC50 in µM where a hit was titrated; hit rate 0.6% among 340,000; AID 624330, 2012;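 active = first-screen hits whose inhibition reached a set limit at any dose in the follow-up dose series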;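 note: fluorescence reports GDP produced by GAP-driven GTP hydrolysis; strong numbers were not always called active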
SV40 large T antigen: SV40 large T antigen inhibitors, biochemical (AID 1903) | SV40 large T antigen ATPase/helicase inhibition assay; higher % means a stronger effect | inhibition, % at 20 µM; hits with a dose series show IC50 in µM | hit rate 0.39% among 310,000; in the data active = a potency from the dose series; note: strong numbers were not always called active
T cell modulator: modulators of CD8 T cell-vesicle binding, primary screen, mouse 2C CD8+ T cells, flow cytometry. hit rate 0.068% among 330,000. AID 2052, 2009. calls only at 7 µM. 2C CD8+ T cell-vesicle binding; hits give low values;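 active = response, share of CD8 T cells binding vesicles, and their 90th percentile fluorescence all below set limits, cut at about 80% in these data, passing the limit was not always enough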
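Assay system: 2C TCR transgenic mouse naive CD8+ T cells, MACS-purified | Read-out: CD8+ gate FL2 mean fluorescence as % of same-row positive control | Signal: High-throughput flow cytometry with anti-B7-1 and anti-CD8 staining | Timing: Binding step 1.5 h, 37 °C, antibody labelling 20 min, ice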
UTI89 phage lysis: inhibition of K1F phage lysis, E. coli UTI89, bacterial capsule biogenesis inhibitors, alamar blue (AID 488966). E. coli UTI89 K1F phage lysis, alamar blue, 2 h; higher % means a stronger effect. inhibition, % at 100 µM; hits with a dose series show IC50 in µM. hit rate 0.02% among 340,000;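 active = phage lysis inhibition, versus mean bacterial control, above a set limit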;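 note: capsule biogenesis inhibitors block K1F phage lysis so surviving cells raise fluorescence; higher fluorescence means more inhibition of phage lysis; actives were called in the ten point dose series up to 300 µM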
Salmonella PhoP GFP: inhibitors of PhoP regulon expression, primary screen, Salmonella Typhimurium, GFP reporter (AID 1863). S. Typhimurium PhoP-regulated promoter GFP reporter, 4 h; higher % means a stronger effect. one-dose inhibition, % at 50 µM; IC50 in µM for titrated hits. hit rate 0.16% among 300,000;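 active = inhibition over 29.93%, a cutoff 3 SD above the screen mean, later confirmed by dose response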;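 note: 0% = low Mg2+ inducing control and 100% = high Mg2+ repressing control; strong numbers were not always called active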
NS5 inhibitors: Dengue-2 NS5 methyltransferase inhibitors, primary screen, biochemical, confirmation dose response (AID 588689). Genome polyprotein (Dengue virus type 2 (strain 16681-PDK53)). Dengue-2 NS5 methyltransferase capping enzyme assay, biochemical; higher % means a stronger effect. one-dose inhibition, % at 25 µM; IC50 in µM for titrated hits. hit rate 0.3% among 340,000; in the data active = a potency from the dose series
RSV CPE inhibition: RSV antiviral activity via CPE protection, HEp-2 cells, primary 10 µM value included (AID 2391) | CPE inhibition, % at 10 µM, or IC50 in µM where a hit was titrated | HEp-2 cells, RSV-induced CPE inhibition; higher % means a stronger effect | hit rate 0.13% among 310,000; in the data active = a potency from the dose series; note: strong numbers were not always called active
T cell modulator vesicle-bound %: also measured in T cell modulator; calls as there; double positive events, %; measured here: CD8+ vesicle-bound cell fraction;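 binding gate set so that unloaded-vesicle control wells show 10% double positive cells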
NTR1 agonist cell count 20 µM: recorded beside NTR1 agonist, whose call it bears; cell count; measured here: cell count, cytotoxicity flag
NS5 inhibitors pilot replicate: further read-out of NS5 inhibitors, marked with its call; inhibition, %; measured here: pilot screen replicate inhibition
The depositor's hits bear a star; i = inactive; . = not tested or not shown; [ ] = dose if it differs, or a comment.

SMILES | West Nile virus CPE | NTR1 agonist | NTR1 agonist cell count 20 µM | MgcRacGAP inhibition | SV40 large T antigen | T cell modulator | T cell modulator vesicle-bound % | UTI89 phage lysis | Salmonella PhoP GFP | NS5 inhibitors | RSV CPE inhibition | others
CCOC(=O)c1ccc(COC(=O)c2ccc3c(c2)-c2ccccc2C3=O)cc1 | -0.5% | 5.1 | 58 | 2% | 13% | i | 55 | 0.0% | 2% | 14% | 39%
COc1cccc(-c2nc(Cc3ccc(OC)c(OC)c3)no2)c1 | -0.7% | -0.4 | 71 | 2% | 2% | i | 35 | 2.4% | 10% | -6% | 1.2%
CC(CN1CCNCC1)(NS(=O)(=O)c1ccccc1)c1ccccc1 (stereo not given) | -0.4% | -0.1 | 56 | 12% | 2% | i | 54 | 0.7% | -8% | 1% | -2.8%
Cc1ccc(C(C)C)c(OCC(=O)OCC(=O)c2c(N)n(C)c(=O)n(C)c2=O)c1 | . | 5.6 | 64 | 2% | . | i | 15 | 0.0%[50 µM] | . | 1% | -0.3%
CCN(CC)CC(=O)NN=C(c1ccccc1)c1ccccc1 | -0.2% | 1.2 | 59 | 12% | -2% | i | 46 | 0.3% | -5% | -4% | 0.4%
Cc1nn(CC(=O)N2CCN(c3ccccn3)CC2)c(=O)c2cc3sccc3n12 | -0.7% | 1.3 | 62 | 9% | 10% | i | 33 | 0.3% | -4% | -6% | 4.7%
O=C(O)c1ccc(NC(=S)NC2CCCCC2)cc1 | -0.6% | 1.2 | 61 | 0% | 9% | i | 44 | 7.1% | -17% | -7% | 2.9%
O=C1OC(c2ccccc2)/C(=C(/O)c2ccc(Cl)cc2)C1=O (stereo not given) | 0.8% | 0.8 | 85 | 15% | 14% | i | 38 | 0.2% | -21% | 83µM* | 3.1%
CCCCNC(=O)[C@@H]1CCCN1S(=O)(=O)c1cccc2cccnc12 | . | 3.1 | 56 | 9% | 8% | i | 18 | 1.0% | -2% | -11% | 4.2%
Cc1ccc(Cl)cc1N1CCN(C(=O)c2ccccc2SCC(=O)N2CCCC2)CC1 | . | 5.0 | 47 | 5% | . | i | 30 | 0.3%[50 µM] | . | -2% | 9.8%
CCC(=O)N1CCN(c2ccc(Cl)cc2NC(=O)c2ccc(N3CCCC3)c([N+](=O)[O-])c2)CC1 | 0.3% | 12 | 45 | 4% | 16% | i | 8 | 6.2% | -8% | 3% | 9.2%
O=C(NCCc1ccccc1)C1CCCN1C(=O)NCc1ccccc1 (stereo not given) | -0.6% | -0.7 | 72 | 5% | 7% | i | 32 | 0.2% | -1% | -1% | 2.0%
O=c1cc(CN2CCN(c3cccc(C(F)(F)F)c3)CC2)nc2sccn12 | -1.0% | 8.5 | 70 | . | 9% | i | 29 | . | -12% | . | 1.6%
COc1ccccc1CN(CC(=O)NCc1ccco1)C(=O)CNS(=O)(=O)c1ccccc1 | 0.2% | 1.1 | 63 | 7% | 8% | i | 37 | 0.3% | -3% | -11% | 1.2%
COc1cccc(NS(=O)(=O)c2cc3c(cc2C)NC(=O)CO3)c1 | -0.6% | 0.7 | 96 | -6% | 4% | i | 19 | -1.1% | . | -3% | 1.1%
CCOC(=O)c1c(C)c(C(=O)NCCCOC(C)C)c(C)n1C | -0.5% | 1.0 | 59 | 11% | 1% | i | 56 | 5.7% | -4% | -1% | 0.7%
COc1ccc(Nc2oc(COc3ccc(C)cc3)nc2C#N)cc1 | -0.3% | 1.9 | 82 | 5% | 4% | i | 16 | -0.1% | 4% | -2% | 0.5% | NS5 inhibitors pilot replicate=-0.9
COc1ccc(CCC(=O)NCCOc2ccccc2Cl)cc1 | . | 0.2 | 72 | 1% | 6% | i | 15 | -1.4% | . | -3% | 0.8%
Cc1nnsc1C(=O)NNc1c(Cl)cccc1Cl | 0.0% | 0.6 | 38 | -12% | 24% | i | 51 | 0.6% | -10% | -3% | 5.9%
O=C(c1ccc2c(=O)n(Cc3ccccc3)c(=S)[nH]c2c1)N1CCOCC1 | -1.2% | 0.5 | 37 | 1% | 8% | i | 40 | 0.3% | 0% | -11% | 15%
O=C(OC(C(=O)NCC1CCCO1)c1ccc(F)cc1)c1ccco1 (stereo not given) | 0.1% | -0.5 | 84 | 3% | -9% | i | 13 | 1.8% | 7% | -5% | 4.2%
O=C(NC(Cc1ccccc1)C(=O)O)/C(=C/c1ccccc1)NC(=O)c1ccco1 (stereo not given) | -0.3% | -0.9 | 52 | 9% | 3% | i | 25 | -0.1% | 6% | -1% | 1.6%
CNC(=O)c1ccc(N(Cc2ccccc2)S(C)(=O)=O)cc1 | -0.1% | -2.7 | 81 | 5% | 4% | i | 12 | -1.9% | 9% | -2% | 0.1%
CC(Sc1nn(-c2ccccc2)c(=S)s1)C(=O)NCC1CCCO1 (stereo not given) | . | -1.8 | 50 | -2% | . | i | 39 | -0.1%[50 µM] | . | -7% | 1.4%
Cc1ccc(C(=O)OCC(=O)Nc2c(Cl)cc(S(N)(=O)=O)cc2Cl)o1 | 0.4% | 0.6 | 49 | 6% | 9% | i | 25 | 0.1% | -11% | -4% | 0.8%

Seven structures already listed, arranged by molecular weight, largest number first.
SMILES | West Nile virus CPE | NTR1 agonist | NTR1 agonist cell count 20 µM | MgcRacGAP inhibition | SV40 large T antigen | T cell modulator | T cell modulator vesicle-bound % | UTI89 phage lysis | Salmonella PhoP GFP | NS5 inhibitors | RSV CPE inhibition | others
Cc1ccc(Cl)cc1N1CCN(C(=O)c2ccccc2SCC(=O)N2CCCC2)CC1 | . | 5.0 | 47 | 5% | . | i | 30 | 0.3%[50 µM] | . | -2% | 9.8%
Cc1nn(CC(=O)N2CCN(c3ccccn3)CC2)c(=O)c2cc3sccc3n12 | -0.7% | 1.3 | 62 | 9% | 10% | i | 33 | 0.3% | -4% | -6% | 4.7%
O=C(NCCc1ccccc1)C1CCCN1C(=O)NCc1ccccc1 (stereo not given) | -0.6% | -0.7 | 72 | 5% | 7% | i | 32 | 0.2% | -1% | -1% | 2.0%
COc1cccc(NS(=O)(=O)c2cc3c(cc2C)NC(=O)CO3)c1 | -0.6% | 0.7 | 96 | -6% | 4% | i | 19 | -1.1% | . | -3% | 1.1%
O=C(OC(C(=O)NCC1CCCO1)c1ccc(F)cc1)c1ccco1 (stereo not given) | 0.1% | -0.5 | 84 | 3% | -9% | i | 13 | 1.8% | 7% | -5% | 4.2%
CNC(=O)c1ccc(N(Cc2ccccc2)S(C)(=O)=O)cc1 | -0.1% | -2.7 | 81 | 5% | 4% | i | 12 | -1.9% | 9% | -2% | 0.1%
Cc1nnsc1C(=O)NNc1c(Cl)cccc1Cl | 0.0% | 0.6 | 38 | -12% | 24% | i | 51 | 0.6% | -10% | -3% | 5.9%

Further structures
SMILES | West Nile virus CPE | NTR1 agonist | NTR1 agonist cell count 20 µM | MgcRacGAP inhibition | SV40 large T antigen | T cell modulator | T cell modulator vesicle-bound % | UTI89 phage lysis | Salmonella PhoP GFP | NS5 inhibitors | RSV CPE inhibition | others
O=C(CCC1CCCN(C(=O)c2cccs2)C1)N1CCN(c2ccccn2)CC1 (stereo not given) | -0.6% | -0.1 | 50 | 4% | 3% | i | 37 | 0.1% | 3% | -3% | -0.9%
COC(=O)CCN(C(=O)C12CC3CC(CC(C3)C1)C2)c1ccccn1 | -0.1% | -2.5 | 36 | 9% | 16% | i | 16 | 0.1% | -7% | 3% | -1.2%
COc1ccc(C(=O)Nc2ccccc2NC(=O)c2ccco2)cc1OC | 0.4% | -1.9 | 96 | 11% | 9% | i | 30 | 0.9% | -2% | 6% | 1.0%
C[C@H](NC(=O)C1CCN(S(=O)(=O)c2ccccc2)CC1)C(=O)NCc1ccc(Cl)c(Cl)c1 | -0.8% | 1.4 | 63 | 6% | 2% | i | 3 | 0.3% | 10% | -7% | 6.4%
O=S(=O)(NCCN1CCOCC1)c1cccc(C(F)(F)F)c1 | 0.0% | -0.1 | 49 | 1% | 6% | i | 14 | 0.2% | 4% | 7% | 1.1%
CC(C)c1ccccc1NC(=S)NCc1ccccc1F | -0.5% | -2.5 | 105 | 5% | 16% | i | 60 | 0.7% | -5% | -8% | 1.7%
COc1ccc(Br)cc1CN(C)C(=O)c1cc(Cl)c2c(c1)OCCO2 | -0.1% | 2.7 | 37 | 6% | 5% | i | 50 | -0.4% | 6% | 1% | 8.8%
CC(C)(C)C(=O)[C@H]1[C@H](c2ccccc2)[C@@]2(N=C(c3ccccc3)OC2=O)C2c3ccccc3C=NN21 (stereo not given in full) | -0.4% | 1.6 | 56 | 4% | 7% | i | 29 | 0.1% | 1% | -1% | 1.3%
COc1ccc(NC(=O)CN2C(=O)C(C)Oc3ccccc32)cc1OC (stereo not given) | -1.0% | 4.8 | 59 | 2% | 4% | i | 10 | -0.3% | -1% | . | 18%
CN(CC1CCOCC1)C(=O)CC1C(=O)NCCN1Cc1cccc(F)c1 (stereo not given) | 0.3% | -0.6 | 62 | 7% | 0% | i | 70 | 0.0% | -12% | 1% | -0.5%
O=C(CSc1nnc(-c2ccncc2)s1)Nc1ccccc1 | 0.1% | -2.0 | 52 | 9% | 9% | i | 9 | -0.2% | -3% | -9% | 0.4%
Cc1noc(C)c1COc1ccccc1C(=O)NNC(=O)c1ccc(F)cc1 | . | -0.1 | 56 | -1% | . | i | 44 | 0.3%[50 µM] | . | 1% | 2.4%
O=C(/C=C/c1ccc(Br)cc1)NC(=S)Nc1ccc(S(=O)(=O)Nc2nccs2)cc1 | 0.2% | 7.6 | 43 | 3% | 6% | i | 7 | -3.7% | -6% | -9% | 3.3%
CC(=O)NC12CC3CC(C1)CC(C(=O)N1CCN(c4ncccn4)CC1)(C3)C2 | -0.2% | 0.3 | 58 | 5% | 35% | i | 8 | 0.9% | -2% | -2% | 2.6%
C=COCCNC(=S)Nc1ccccc1 | 0.5% | 0.3 | 27 | 1% | 7% | i | 52 | -1.8% | 0% | -1% | 0.6%
O=C(OCC(=O)N1CCc2ccccc2C1)c1cccs1 | -0.4% | 0.7 | 29 | 6% | 9% | i | 24 | -0.1% | -1% | -5% | 1.7%
Cc1cc(C)c(NC(=O)CN2C(=O)CC(C)S(=O)(=O)c3ccccc32)c(C)c1 (stereo not given) | -0.4% | 1.1 | 58 | 9% | 8% | i | 4 | 0.5% | -9% | -4% | 1.3%
Cc1cccc(C(C)C)c1NS(=O)(=O)c1cn(C)nc1C | -0.6% | -0.6 | 76 | 5% | 5% | i | 70 | 0.0% | 3% | 4% | 1.0%
